S100A4 inh HTS: S100A4-myosin IIA interaction inhibition. P26447. S100A4/TAMRA-MyoIIA peptide fluorescence polarization. inhibition, % at 10.7 µM. hit rate 0.14% among 360,000. AID 652163;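 active means mean inhibition of at least 70% across replicates, with every replicate also reaching that level; inconclusive means mean inhibition reaches 70% but some replicates fall short; inactive means mean inhibition below 70%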
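System – human S100A4 monomer protein, biochemical binding assay · Buffer or medium – Calcium-containing HEPES buffer, pH 7.2 · Timing – 5 min between mix addition and reading · Also added – TAMRA-labelled myosin IIA heavy-chain peptide probe, 5 nM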
E-sel inducer: induces E-selectin expression in human endothelial cells | P16581 | HUVEC E-selectin immunofluorescence imaging; normalized: neutral wells 0, TNF-alpha wells 100 | activation, % at 7.58 µM | hit rate 0.37% among 260,000 | AID 686992;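 active means mean E-selectin-positive cell signal at least 10% of the positive control, reached in at least 60% of replicates, without over 20% cell loss; inconclusive means no rule given, readout overlaps actives, possibly toxicity-flagged; inactive means the rest, including those meeting only one limit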;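 further: in these data hits start at about 27%; measured in HUVEC primary endothelial cells; signal is the percent of cells scored E-selectin positive by PE staining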
Target sequence (P16581 whole entry, looked up): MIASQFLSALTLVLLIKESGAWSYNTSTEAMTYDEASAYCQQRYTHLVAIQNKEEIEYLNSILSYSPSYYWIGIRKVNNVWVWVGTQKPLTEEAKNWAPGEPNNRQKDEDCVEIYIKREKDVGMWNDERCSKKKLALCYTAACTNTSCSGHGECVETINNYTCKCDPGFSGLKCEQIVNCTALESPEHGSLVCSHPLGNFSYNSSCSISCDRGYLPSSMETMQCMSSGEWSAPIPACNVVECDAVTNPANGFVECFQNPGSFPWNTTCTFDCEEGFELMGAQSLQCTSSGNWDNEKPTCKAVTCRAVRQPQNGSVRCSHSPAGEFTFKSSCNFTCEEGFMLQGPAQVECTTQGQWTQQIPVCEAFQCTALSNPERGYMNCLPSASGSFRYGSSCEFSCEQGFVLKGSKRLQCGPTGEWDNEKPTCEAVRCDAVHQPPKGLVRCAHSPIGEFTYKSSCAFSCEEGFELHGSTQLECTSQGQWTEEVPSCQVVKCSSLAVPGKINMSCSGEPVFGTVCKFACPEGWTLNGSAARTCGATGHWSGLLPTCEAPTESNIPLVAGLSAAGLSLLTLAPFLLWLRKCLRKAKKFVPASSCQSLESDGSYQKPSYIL
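Material: HUVEC primary endothelial cells; Amount: 3,000 cells per well; Dosing: single concentration; Medium: EGM-2 growth medium on 0.1% gelatin-coated wells; Read-out basis: percent E-selectin-positive cells; Signal: immunofluorescence imaging; Control set: TNF-alpha, DMSO.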
RAD52 inh: inhibitors of human RAD52 DNA annealing; P43351; recombinant RAD52 DNA annealing, FRET fluorescence; inhibition, % at 18.7 µM; hit rate 0.46% among 360,000; AID 651710;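 active means every replicate showing at least 50% inhibition; inconclusive means mean inhibition at least 50% but not in every replicate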
Target sequence (P43351 whole entry, looked up): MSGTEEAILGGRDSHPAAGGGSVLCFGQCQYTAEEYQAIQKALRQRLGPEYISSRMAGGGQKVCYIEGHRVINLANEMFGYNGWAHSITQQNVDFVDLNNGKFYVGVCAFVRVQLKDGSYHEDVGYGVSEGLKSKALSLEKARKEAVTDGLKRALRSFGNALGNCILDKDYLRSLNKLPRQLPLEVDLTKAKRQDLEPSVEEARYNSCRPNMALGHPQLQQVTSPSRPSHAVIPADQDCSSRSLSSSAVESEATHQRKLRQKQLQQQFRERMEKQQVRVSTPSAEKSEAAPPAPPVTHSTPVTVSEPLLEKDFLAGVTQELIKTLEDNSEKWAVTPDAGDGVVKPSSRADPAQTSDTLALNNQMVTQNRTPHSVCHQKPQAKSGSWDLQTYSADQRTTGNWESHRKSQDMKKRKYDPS
RAD54 inh: blocks human RAD54 Holliday junction branch migration. Q92698. FAM/BHQ fluorescence. inhibition, % at 10.4 µM. hit rate 0.14% among 360,000. AID 602329;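 active means mean normalized replicate activity at least 40 and at least half of replicates scoring 40 or more; inconclusive means only one of the two criteria met; inactive means mean below 40 and under half of replicates reaching 40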;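 further: 0% = median of neutral control wells and 100% = median of positive control wells; inhibitors cause a drop in the FAM fluorescence signal; in these data hits start at about 50%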
ERAP1 HTS inh: ERAP1 (human) enzyme inhibition; inhibition, % at 10.7 µM; Q9NZ08; recombinant ERAP1, Leu-AMC fluorescence, 60 min; hit rate 0.15% among 340,000;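 active means mean replicate inhibition of at least 30%, or all replicates individually reaching that 30% level; inactive means mean below 30% and not every replicate reaching it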;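 further: 0% = neutral control wells and 100% = L-leucinethiol positive control wells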
esBAF inh: inhibitors of esBAF chromatin remodeling in mouse ES cells. Bmi1-luciferase knock-in reporter, 24 h; 100% = twice the neutral-well signal. AID 602393. reporter increase, % at 12.5 µM. hit rate 2% among 350,000; in the data active means activation above about 40%; inconclusive means no clear call, values can overlap the other calls;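 further: 0% = median of the plate's neutral control wells and 100% = double that signal; a rise in the Bmi1 reporter signal indicates esBAF inhibition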
Xi reactivation: reactivates the inactive X chromosome in mouse fibroblasts | XiGFP mouse fibroblasts, % GFP-positive cells imaging, 3 d; cells co-treated with 5-aza-dC sensitizer; scaled so ellipticine positive control = 100% | activation, % at 7.58 µM | hit rate 0.055% among 360,000;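 active means mean normalized replicate activation at least 10% and every replicate at or above 10%; inconclusive means only one of the two criteria met; inactive means mean below 10% and not all replicates reach 10%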;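 further: 0% = median of on-plate neutral control wells and 100% = ellipticine 6 µM median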
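System: XiGFP fibroblasts, SV40-immortalized. Medium: DMEM plus 5-aza-dC sensitizer. Doses: single point. Timing: 3 d treatment, 15 min room-temperature fixation. Control set: ellipticine 6 µM.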
ERp5 block: blocks human ERp5 reductase activity on insulin. hit rate 0.05% among 350,000. ERp5 insulin aggregation, absorbance 650 nm, 90 min. inhibition, % at 9.99 µM;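 active means mean replicate inhibition above about 25%, with every replicate also reaching it, limit read from the data, passing the limit was not always enough; inconclusive means only one of those two criteria met; inactive means neither criterion met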
* = called active by the depositor; ? = inconclusive; . = not tested or not shown; & = joins results of further samples. No enrichment for hits; 2.5% or so of the library scored in one or more.

Results follow in this order: S100A4 inh HTS	E-sel inducer	RAD52 inh	RAD54 inh	ERAP1 HTS inh	esBAF inh	Xi reactivation	ERp5 block
[1] CCCCN(CC)C(=O)c1oc2ccc(S(=O)(=O)N3CCCC3)cc2c1C
→ -3.7	.	-8.4	9.5	-1.1	1.8	0.0	-2.4
[2] CCCS(=O)(=O)c1nc(S(=O)(=O)c2ccc(C)cc2)c(N2CCOCC2)s1
→ -15.5	-0.2	-3.7	-1.4	-6.4	.	-0.1	3.1
[3] CC(C)CC(c1nnnn1Cc1ccc2c(c1)OCO2)N1CCC(C(N)=O)CC1 (stereo unspecified)
→ -1.5	.	-5.1	-1.6	2.1	-4.2	0.1	-1.5
[4] CN1CCN(C(=O)CN(c2cc(C(F)(F)F)ccc2Cl)S(C)(=O)=O)CC1
→ 17.3	.	-26.0	5.0	0.0	-3.3	.	1.3
[5] O=C(C[C@H]1C=C[C@H](NS(=O)(=O)c2ccccc2)[C@@H](CO)O1)NCc1ccc(Cl)c(Cl)c1
→ 5.4	-0.4	1.3	-1.1	-1.4	2.6	1.0	7.1
[6] O=C(NCCC1CCCCN1S(=O)(=O)c1ccccc1)C(=O)Nc1ccccc1 (stereo unspecified)
→ -1.1	-0.2	-0.7	9.2	-0.1	3.2	0.1	-3.7
[7] O=C(Nc1ccc(OC(F)(F)F)cc1)c1ccc2nc[nH]c2c1
→ 0.5	.	-10.1	4.6	0.0	7.5	0.0	2.9
[8] Cc1[nH]c2ccccc2c1/C=N/NC(=O)c1ccccc1
→ -7.2	0.2	-10.4	.	-2.2	.	0.0	5.8
[9] O=C1CNC(=O)/C(=C\c2ccc(F)cc2)N1
→ -2.3	-0.1	-3.6	-4.7	3.0	0.3	0.0	3.1
[10] C[C@@H]1CN([C@@H](C)CO)C(=O)c2cc(NC(=O)Cn3cnnn3)ccc2O[C@@H]1CN(C)S(=O)(=O)c1ccc(F)cc1
→ -1.4	0.9	-25.8	-1.5	2.7	3.4	-0.1	-3.2
[11] CN(C)c1ccc(C(C(=O)NCC2CCCO2)N(Cc2ccccc2)C(=O)c2snc(C(N)=O)c2N)cc1 (stereo unspecified)
→ -0.4	.	-13.2	-9.6	-0.6	-3.0	0.1	4.6
[12] CCCCn1c(=O)[nH]c2c(oc3ccccc32)c1=O
→ -6.8	0.0	-15.0	-7.3	3.5	15.8	0.0	4.4
[13] COc1ccc(S(=O)(=O)N2CCCCC2)cc1NC(=O)c1ccc(OC)c(OC)c1
→ -0.4	1.0	-3.1	-6.7	-2.9	8.0	0.0	-11.5
[14] COc1ccc(S(=O)(=O)Nc2cccc3c2O[C@H](CN(C)Cc2ccc4c(c2)OCO4)[C@@H](C)CN([C@@H](C)CO)C3=O)cc1
→ -15.2	?	1.5	10.6	3.4	0.1	-0.8	0.4
[15] C[C@H](CO)N1C[C@H](C)[C@H](CN(C)C(=O)c2ccccc2)Oc2ncc(C3=CCCCC3)cc2C1=O
→ -8.6	0.4	9.4	-5.7	0.0	2.9	-1.2	1.0
[16] CNC[C@@H]1Oc2c(NC(=O)Nc3c(C)noc3C)cccc2C(=O)N([C@@H](C)CO)C[C@@H]1C
→ 4.3	0.2	-6.5	-1.4	5.1	-5.0	-0.2	1.5
[17] O=C(NCc1cccnc1)c1ccccc1[N+](=O)[O-]
→ 25.3	.	15.9	.	16.9	.	0.2	-1.8
[18] Cc1cccc(NC(=O)c2nc[nH]c2C(=O)NCCCNC(=O)c2[nH]cnc2C(=O)Nc2cccc(C)c2)c1
→ -2.2	0.1	-9.9	0.1	-3.8	-6.9	-0.2	16.9
[19] Cc1cccc(-n2c(SCC(=O)N3CCN(c4ccccn4)CC3)nnc2N2CCOCC2)c1
→ 1.5	0.0	-2.8	2.2	-3.9	0.8	0.4	-1.7
[20] CC(=O)c1cccc(Nc2nc(-c3ccccc3)nc3ccccc23)c1
→ -5.6	.	-25.3	0.5	-3.2	-2.7	0.0	-3.2
[21] CCc1ccccc1Nc1nc(N)nc(CSc2nnnn2C)n1
→ 3.8	.	-24.2	.	-3.7	.	0.1	4.1
[22] CS(=O)(=O)Nc1ccc2c(c1)[C@H]1C[C@@H](CC(=O)NCc3ccncc3)O[C@H](CO)[C@H]1O2
→ 3.6	0.4	13.6	-3.9	1.5	-4.8	0.3	-1.7
[23] Cc1ccccc1OCc1nnc(SCC(=O)NC2CCCCC2)o1
→ -2.7	.	-6.3	5.9	2.7	0.0	0.3	3.6
[24] COc1ccc2cc(C(=O)N3CCC(Cc4ccccc4)CC3)[nH]c2c1
→ -0.9	0.2	8.0	-6.4	-0.6	32.0	0.0	1.0
[25] O=C1NC(=O)C2C1C(c1cccs1)NN2Cc1ccccc1 (stereo unspecified)
→ 2.4	0.7	-17.9	2.5	-1.3	-7.2	0.3	9.6
[26] Cc1ccccc1S(=O)(=O)N1CCCCN2[C@H](CO)[C@@H](c3ccc(-c4cccc(F)c4)cc3)[C@@H]2C1
→ .	-0.3	-27.9	-0.8	.	-2.4	0.3	-2.7
[27] COc1cc(C(=O)NC(=S)N2CCCCCC2)cc(OC)c1OC
→ -0.9	1.0	10.5	.	1.2	.	0.2	6.5
[28] COc1ccccc1S(=O)(=O)N[C@@H]1C=C[C@@H](CC(=O)N2CCCCC2)O[C@@H]1CO
→ -6.2	-0.1	11.8	-6.0	4.5	-4.8	-0.3	-3.0
[29] C[C@H](CO)N1C[C@H](C)[C@@H](CN(C)Cc2ccncc2)Oc2c(NC(=O)C3CCOCC3)cccc2C1=O
→ 3.0	-5.9	11.4	-3.1	2.9	2.0	0.4	0.7
[30] CCN(CC1CCCO1)C(=O)C1CCN(C2CCN(Cc3ccccc3C)CC2)CC1 (stereo unspecified)
→ -19.5	1.1	-123.2	-15.3	0.5	4.2	0.0	-4.8
[31] O=C(NCc1cccnc1)C(=O)N/N=C/c1ccccc1[N+](=O)[O-]
→ -3.6	1.4	-3.9	-7.3	-0.3	.	0.3	-4.7
[32] CCCCSc1nc2c(cnn2-c2ccc(F)cc2)c(=O)[nH]1
→ 1.8	0.1	-13.3	-7.8	4.6	-2.9	-0.2	-6.6
[33] C=CCNC(=O)C1CCN(c2cnccn2)CC1
→ -11.6	1.9	-9.5	.	7.7	.	-0.5	1.6
[34] COc1cc2sc(-c3ccc(S(C)(=O)=O)cc3)c(-c3ccc4c(c3)OCO4)c2cc1OC
→ -16.0	0.4	-8.3	5.2	.	-5.8	0.8	-1.0
[35] Cc1ccc(C(C)C)c(OCCCCN2CCNCC2)c1
→ -1.2	.	0.6	3.4	-2.3	-7.7	0.1	-1.5
[36] C[C@@H]1CN([C@H](C)CO)C(=O)c2cc(NS(=O)(=O)c3cccs3)ccc2O[C@@H](C)CCCCO[C@@H]1CN(C)CC1CCCCC1
→ 0.1	0.0	-7.4	-3.4	-3.0	2.6	0.1	5.4
[37] Cc1cn(C2CCCO2)c(=O)nc1N (stereo unspecified)
→ -0.5	-0.1	1.4	0.7	-0.3	-2.3	0.1	9.6
[38] CCCNC(=O)C[C@@H]1CC[C@H]2[C@H](COc3ccc(NC(=O)c4ccc(OC)cc4)cc3C(=O)N2C)O1
→ .	0.1	.	-7.6	.	4.4	0.2	.
[39] CCOc1ccc(N(C(C)C(=O)N2CCCC2)S(C)(=O)=O)cc1 (stereo unspecified)
→ -0.6	.	-3.1	-3.0	-3.1	-7.0	0.0	1.0
[40] O=c1[nH]c(/C=C/c2ccccc2F)nc2ccccc12
→ -1.7	.	-9.2	-21.3	-0.3	-27.6	0.1	2.6
[41] C[C@@H]1CN([C@H](C)CO)C(=O)c2cc(NC(=O)c3ccncc3)ccc2O[C@@H]1CN(C)S(C)(=O)=O
→ -3.0	0.0	-4.4	-42.2	-0.4	-3.5	-0.9	12.8
[42] CCc1cccc(NC(=O)c2ccc(Cn3c(=O)[nH]c4ccsc4c3=O)cc2)c1
→ 2.5	0.1	-9.6	11.5	4.8	-4.3	-0.1	0.6
[43] C[C@H]1CN([C@@H](C)CO)C(=O)c2cc(Br)cnc2O[C@@H]1CN(C)C(=O)NC1CCCCC1
→ 20.1&8.8	-0.8	-13.0&1.6	1.1&-3.3	0.0&-12.5	2.2&1.8	0.2&0.5	-13.2&6.9
[44] COc1ccccc1CN1[C@H](CO)[C@@H]2c3ccccc3N(C(=O)c3ccc(F)cc3)C[C@@H]21
→ .	-0.3	-1.7	-9.7	.	3.8	0.1	-1.6
[45] OCc1ccccc1-c1ccc2nncn2c1
→ -2.8	0.0	-9.3	-0.4	6.4	0.1	-0.1	1.5
[46] COc1cccc([C@@H]2CC=C(C(=O)O)[C@H](c3ccc(F)cc3)N2S(=O)(=O)c2ccc(C)cc2)c1
→ -10.5	0.0	-7.4	0.4	3.1	1.3	0.0	8.7
[47] Cc1ccc(S(=O)(=O)N(C)C[C@H]2OCCCC[C@H](C)Oc3ccc(NC(=O)NC(C)C)cc3C(=O)N([C@@H](C)CO)C[C@H]2C)cc1
→ 1.9	-0.2	9.4	8.8	2.1	-0.3	0.1	1.3
[48] CO[C@@H]1CN(C)C(=O)c2cc(NC(=O)Cc3ccccc3)ccc2OC[C@@H](C)NC[C@@H]1C
→ -2.9	0.0	4.6	-17.1	.	-19.8	0.2	7.3
[49] CS(=O)(=O)NCc1nnc(SCc2ccc(C(F)(F)F)cc2)o1
→ 0.8	-0.4	3.0	-2.4	.	-7.1	.	8.7
[50] CC(C)(C)OC(=O)N1O[C@H]2C=C[C@@H]1C2
→ 3.5	-0.1	-14.0	.	-2.4	.	0.0	0.0
[51] CC(C)C[C@H]1CNC(=S)N1C[C@H]1CCCN1C[C@H](Cc1ccccc1)N1C[C@H](CC(C)C)N(CCc2ccccc2)C1=S
→ -3.4	-0.6	-34.5	-6.3	2.3	0.6	0.2	-6.0
[52] N=C1C(c2nc3ccccc3s2)=C(O)CN1NC(=O)c1ccco1
→ 3.6	32.8*	-14.8	-8.0	-3.9	6.7	0.0	-4.1
[53] C[C@H]1C=C(C(=O)NCc2ccccc2)O[C@@H](OCc2ccc(CO)cc2)C1
→ 1.3	-0.1	-19.6	0.2	-2.8	-4.6	-0.7	-6.0
[54] Cc1ccc(C)c(S(=O)(=O)N2CCN(CC(=O)Nc3sccc3C#N)CC2)c1
→ -1.9	.	-46.7	.	1.7	.	-0.1	7.0
